Hck-Nef inh – inhibitors of Nef-activated human Hck kinase, primary screen, biochemical, Z-Lyte FRET, 384-well, Hck-YEEI. 220,000 tested, 0.68% active. inhibition, % at 20 µM. Tyrosine-protein kinase HCK (Homo sapiens), P08631. Recombinant Hck-YEEI plus Nef, Z-Lyte FRET kinase assay;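 active means Hck-Nef kinase inhibition above about 50%, limit read from the data; inactive means inhibition below that limit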;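 further: 0% = DMSO with Hck plus Nef and 100% = Hck alone without Nef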
TNF necrop inh – inhibitors of TNF-alpha triggered necroptosis, primary screen, cell-based, Jurkat FADD-/-, single concentration | Jurkat FADD-/- TNF necroptosis rescue, ATP luminescence, 24 h; 0 = TNF only, 100 = no-TNF cells | activation (protection from cell death), % at 10 µM | 220,000 tested, 0.068% active;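 active means activation, meaning protection from cell death, of at least 50% relative to plate controls; inactive means activation below 50%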;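 further: necroptosis triggered by 40 ng/mL TNF-alpha added together with compound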
KCC2 mod – KCC2 cotransporter modulators, thallium flux, primary screen, cell-based, HEK293 KCC2, FluoZin-2 fluorescence, MLSMR. Solute carrier family 12 member 5 (Homo sapiens), Q9H2X9. KCC2 cells, thallium flux FluoZin-2 fluorescence. B-score of Tl+ flux slope (higher = more flux/activation; lower = inhibition) at 10 µM. 190,000 tested, 2.2% active. AID 1456, 2008;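 active means thallium flux slope and its plate-corrected score both differing from the plate sample mean at a set confidence after two filtering rounds, in either direction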;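 further: slope of fluorescence scaled to starting intensity during 10 to 20 s after thallium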
Target sequence (Q9H2X9 whole entry, looked up): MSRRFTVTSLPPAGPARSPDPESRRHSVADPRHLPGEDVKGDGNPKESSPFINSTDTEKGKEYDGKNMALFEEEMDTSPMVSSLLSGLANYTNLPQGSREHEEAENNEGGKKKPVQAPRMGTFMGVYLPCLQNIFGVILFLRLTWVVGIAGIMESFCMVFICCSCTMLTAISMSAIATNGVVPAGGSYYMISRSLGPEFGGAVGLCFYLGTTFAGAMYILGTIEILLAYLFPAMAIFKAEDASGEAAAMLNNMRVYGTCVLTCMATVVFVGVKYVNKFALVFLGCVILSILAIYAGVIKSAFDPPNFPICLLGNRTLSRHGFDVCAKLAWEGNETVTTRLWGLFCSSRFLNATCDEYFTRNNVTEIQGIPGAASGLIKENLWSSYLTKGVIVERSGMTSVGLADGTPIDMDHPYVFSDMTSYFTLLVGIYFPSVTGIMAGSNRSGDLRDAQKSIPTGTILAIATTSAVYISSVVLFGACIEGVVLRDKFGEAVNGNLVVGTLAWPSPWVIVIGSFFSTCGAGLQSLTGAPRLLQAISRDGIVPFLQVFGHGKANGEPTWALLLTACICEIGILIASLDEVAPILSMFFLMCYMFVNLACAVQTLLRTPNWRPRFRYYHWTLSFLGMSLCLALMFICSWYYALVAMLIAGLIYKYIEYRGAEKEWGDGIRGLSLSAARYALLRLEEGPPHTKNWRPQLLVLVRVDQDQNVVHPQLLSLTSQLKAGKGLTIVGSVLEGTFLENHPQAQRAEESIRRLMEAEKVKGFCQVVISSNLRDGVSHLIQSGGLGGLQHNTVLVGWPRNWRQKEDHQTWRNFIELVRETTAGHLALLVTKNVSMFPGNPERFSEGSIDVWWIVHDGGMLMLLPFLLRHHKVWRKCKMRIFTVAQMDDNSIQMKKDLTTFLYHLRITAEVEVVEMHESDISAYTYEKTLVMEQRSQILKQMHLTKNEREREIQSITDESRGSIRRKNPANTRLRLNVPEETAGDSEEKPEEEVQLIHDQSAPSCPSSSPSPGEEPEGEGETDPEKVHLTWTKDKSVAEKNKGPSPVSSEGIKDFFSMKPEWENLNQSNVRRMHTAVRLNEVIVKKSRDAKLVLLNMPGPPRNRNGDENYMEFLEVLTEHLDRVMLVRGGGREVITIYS
L929 necroptosis – inhibitors of zVAD-triggered necroptosis, primary screen, L929 cells | viability rescue, % at 10 µM | L929 zVAD necroptosis rescue, ATP luminescence, 24 h; with zVAD 60 µM | 220,000 tested, 0.38% active;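 active means activation, scaled between plate controls, above about 75%, limit read from the data; inactive means activation under that limit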;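 further: 0% = zVAD with DMSO and 100% = DMSO alone without zVAD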
hK5 inh – human KLK5 protease inhibitors, primary screen, biochemical, 1536-well. Kallikrein-5 (Homo sapiens), Q9Y337. recombinant hK5, fluorogenic AMC substrate cleavage. inhibition, % at 5 µM. 210,000 tested, 0.59% active. AID 873, 2007;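 active means inhibition of 40% or more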;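 further: 0% = enzyme controls without compound and 100% = no-enzyme blanks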
FXIIa inh 1536 – human FXIIa protease inhibitors, primary screen, biochemical, 1536-well. inhibition, % at 5 µM. 220,000 tested, 0.3% active. AID 800, 2007. purified FXIIa, Boc-QGR-AMC fluorogenic substrate, 2 h; in the data active means inhibition above about 40%;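 further: 0% = enzyme with no compound and 100% = blank without enzyme; many of its hits are not listed in these tables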
FXIa inh – human FXIa protease inhibitors, primary screen, biochemical, 1536-well; 220,000 tested, 0.14% active; purified FXIa, Boc-Glu-Ala-Arg-AMC fluorogenic substrate; AID 798, 2007; inhibition, % at 5 µM; Coagulation factor XI (Homo sapiens), P03951;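 active means inhibition of at least 40%; inactive means inhibition below 40%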;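 further: fluorescence of freed AMC excited at 355 nm; 0% = enzyme without compound and 100% = no enzyme blank; many of its hits are not listed in these tables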
Thrombin inh – human alpha-thrombin inhibitors, primary screen, counter-screen for coagulation protease inhibitor project, biochemical, 1536-well, fluorogenic AMC substrate; Prothrombin (Homo sapiens), P00734; Boc-VPR-AMC fluorogenic substrate cleavage; inhibition, % at 5 µM; 220,000 tested, 0.26% active; AID 1046, 2008;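 active means inhibition at or above 40%; inactive means inhibition below 40%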;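 further: 0% = enzyme with no compound and 100% = wells without enzyme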
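Material: human alpha-thrombin protein; Also added: Boc-VPR-AMC substrate, 15 µM final; Timing: enzyme reaction carried out at room temperature; Signal: fluorescence, ex 355 nm, em 460 nm; Measure: % inhibition of thrombin; Controls: enzyme without compound as high, wells lacking enzyme as low.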
Rad51 HR inh – human RAD51 strand exchange inhibitors, primary screen, biochemical, fluorescence; 200,000 tested, 0.085% active; inhibition, % at 10 µM; hRad51 DNA strand exchange, fluorescence dequenching; AID 1385, 2008; DNA repair protein RAD51 homolog 1 (Homo sapiens), Q06609;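 active means inhibition above 40% at the single screening dose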;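 further: 0% = DMSO control wells and 100% = blanks with heterologous ssDNA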
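System: hRad51 filaments on single-stranded DNA; reagent: Fluorescein- and BHQ1-tagged 47-mer duplex; compound dosing: one concentration, 10 µM final; timing: filaments 15 min 37 °C, then compound 30 min; measured by: fluorescein emission 520 nm, excitation 485 nm; benchmarks: per-plate controls and blanks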
An asterisk follows results filed as active; · = not tested or not shown. These rows are one share of the data. The share of hits here may be higher or lower than overall.

Sequence of screens: KCC2 mod	TNF necrop inh	FXIa inh	L929 necroptosis	hK5 inh	Hck-Nef inh	Rad51 HR inh	FXIIa inh 1536	Thrombin inh
- O=C(c1ccco1)N1CCN(c2nc3ccccc3n3nnnc23)CC1
→ 0.11	0.4	4	2.1	-4	0	9	19	5
- CCOc1cc(Cl)c(NC(C)=O)cc1OCC
→ -0.063	-0.2	7	-0.3	-14	3	·	11	-2
- CC1(c2ccccc2)NC(=O)N(CC#N)C1=O (stereo unspecified)
→ 0.19	0.1	9	2.7	-1	-2	-7	12	-8
- CC(C)CC1NC(=O)N(CC(=O)N2CCN(S(=O)(=O)c3ccccc3)CC2)C1=O (stereo unspecified)
→ ·	0.5	-4	0.6	2	-1	-4	1	-4
- O=C(Nc1cnc2ccccc2c1)c1ccco1
→ ·	0.8	-13	0.5	-3	3	8	-12	-6
- O=C(CSc1nc2c(cnn2-c2ccccc2)c(=O)[nH]1)c1ccc(Cl)cc1
→ -0.71	-1.9	15	0.8	3	7	6	18	5
- Oc1ccc2[nH]ccc2c1
→ ·	-5.8	-5	-0.9	-20	-1	-4	2	-11
- Cc1ccc(OCC(=O)NNC(=O)C(C)Sc2ncnc3sc(C)c(C)c23)cc1 (stereo unspecified)
→ ·	-3.7	-7	0.0	-167	1	3	9	-2
- O=C(Nc1cccc(S(=O)(=O)c2cccc(NC(=O)C3CC3)c2)c1)C1CC1
→ ·	-1.5	13	-0.1	-4	0	6	21	-4
- COc1cc(CNC2CCC(C)C2)cc(OC)c1 (stereo unspecified)
→ ·	0.1	-5	-0.3	-9	0	8	1	-2
- O=C(N/N=C1\CC(c2ccccc2)Oc2ccccc21)c1ccccn1 (stereo unspecified)
→ 0.71	-0.2	-18	3.5	14	24	8	11	-3
- Cc1oc(C(=O)O)cc1CSCc1cc(C(=O)O)c(C)o1
→ 0.85	-2.0	3	0.1	5	-1	-9	13	1
- CCCC1CC(C)(c2csc(Nc3ccc(OCC)cc3)n2)OC1=O (stereo unspecified)
→ -0.25	-5.5	-10	-0.1	-10	-9	-4	3	-3
- COc1ccc(C(=O)NCC(=O)NCC2COc3ccccc3O2)cc1 (stereo unspecified)
→ 0.95	-0.4	-9	0.5	11	4	-5	-5	-5
- O=C(NC1CC2CCCC(C1)N2C(=O)N1CCCCC1)C1CCCCC1 (stereo unspecified)
→ ·	-3.1	-1	0.3	-23	0	3	5	-6
- C#CCO[C@@H]1C[C@H](n2ccc(NC(=O)c3ccccc3)nc2=O)O[C@@H]1CO
→ -0.42	2.5	-4	-0.6	-3	13	3	2	-8
- Cc1ccccc1CC1(CO)CCCN(C(=O)c2ccc(F)cc2)C1 (stereo unspecified)
→ -0.89	2.5	-2	0.9	·	24	·	10	-6
- O=C(NCc1ccccc1)c1ccc(/C=N/O)nc1
→ 0.17	1.9	9	2.1	-20	-9	-1	16	3
- CN(CC(=O)NCc1ccncc1)S(=O)(=O)c1ccccc1
→ ·	0.2	-9	0.2	-6	-1	-2	-15	-3
- COc1ccc(OC)c(NS(=O)(=O)c2ccc(NC(=O)C3COc4ccccc4O3)cc2)c1 (stereo unspecified)
→ ·	-1.3	-11	-0.2	-14	2	-1	-1	-7
- O=C(CSc1nc2nc(-c3cccs3)cc(C(F)(F)F)c2c(=O)[nH]1)Nc1ccc(F)c(F)c1
→ -1.9	-0.4	-5	0.3	4	54*	-32	-1	-8
- CCOc1ccccc1N1CC(C(=O)N2CCc3ccccc3C2)CC1=O (stereo unspecified)
→ -0.77	-1.5	13	-0.5	-2	0	4	26	-5
- O=C(O)C1=NN(c2ccccc2)C(=O)C1
→ -0.13	1.2	-3	-0.1	-5	6	7	5	-6
- CCNc1nc(Sc2ccc(C)cc2)cc(C(F)(F)F)n1
→ 0.59	-12	1	0.0	-11	-1	2	4	2
- COc1ccc(CNC(=O)C2CCCN2S(=O)(=O)c2ccccc2)cc1 (stereo unspecified)
→ 0.78	-3.6	1	-0.2	-10	0	0	14	2
- COc1ccc(Cl)cc1C(=O)Nc1ccc(Br)c(C)n1
→ 0.62	0.7	-4	4.7	-3	-9	9	·	0
- Cc1c(C(=O)OC(C)CCN(C)C)oc2ccccc12 (stereo unspecified)
→ ·	0.5	-3	0.4	-4	1	1	11	-4
- Cc1ccc(NC(=O)c2ccc(=O)[nH]c2)cc1S(=O)(=O)N1CCCCC1
→ 1.4	-1.0	-1	-0.4	2	16	9	6	-1
- COC(=O)c1nc2cc(C)ccn2c1F
→ -0.023	1.5	-1	4.5	-10	2	7	5	18
- CCS(=O)(=O)c1ccc(O)c(NC(=O)c2cc(OC)c(OC)c(OC)c2)c1
→ -0.17	0.3	17	0.3	-15	3	5	38	3
- Cc1nc2c(o1)CCc1ccccc1C2O (stereo unspecified)
→ 0.085	0.0	-10	0.0	-21	1	-1	-16	-6
- O=[N+]([O-])c1nn(-c2cccc(Cl)c2)n(O)c1=NCc1cccnc1
→ 0.98	-3.4	12	2.4	75*	2	2	17	17
- CC(=O)/C(=N\Nc1ccccc1)Sc1nnc(-c2ccccc2)n1-c1ccccc1
→ -1.1	1.7	2	0.2	-25	1	·	5	-1
- COc1ccc([N+](=O)[O-])cc1NC(=O)c1ccc(N(Cc2ccccc2C)S(C)(=O)=O)cc1
→ -0.06	5.0	4	3.6	-8	5	1	6	-5
- CC(=O)NCCCc1nc2ccccc2n1Cc1c(F)cccc1Cl
→ 0.53	2.0	-5	-0.2	5	-7	19	8	2
- O=C(CCCOc1ccccc1)N1CCN(c2ccccc2)CC1
→ ·	-1.1	3	-0.5	2	-1	·	12	3
- COc1ccc(N=C2S/C(=C\c3ccc(OCC(=O)O)cc3)C(=O)N2CCc2c[nH]c3ccccc23)cc1
→ -0.56	2.2	10	-2.8	19	13	-8	14	3
- Cc1cc(C)n(C(=O)c2c([N+](=O)[O-])c(C)nn2C)n1
→ -0.41	-2.0	1	-0.7	-3	3	2	8	-4
- COCCn1c(SCC(=O)c2ccc(CNC(C)=O)o2)nc2ccccc2c1=O
→ ·	-0.5	-9	0.0	-3	1	-2	2	-5
- Cc1csc(SC(C)C(=O)NCc2ccc3c(c2)OCO3)n1 (stereo unspecified)
→ -0.1	0.1	1	1.9	3	21	7	6	-13

Looked up by compound from above:
Sequence of screens: KCC2 mod	TNF necrop inh	FXIa inh	L929 necroptosis	hK5 inh	Hck-Nef inh	Rad51 HR inh	FXIIa inh 1536	Thrombin inh
- CCOc1cc(Cl)c(NC(C)=O)cc1OCC
→ -0.063	-0.2	7	-0.3	-14	3	·	11	-2
- O=[N+]([O-])c1nn(-c2cccc(Cl)c2)n(O)c1=NCc1cccnc1
→ 0.98	-3.4	12	2.4	75*	2	2	17	17

Other entries
Sequence of screens: KCC2 mod	TNF necrop inh	FXIa inh	L929 necroptosis	hK5 inh	Hck-Nef inh	Rad51 HR inh	FXIIa inh 1536	Thrombin inh
- O=C(CCC1CCCCC1)NNC(=O)NC12CC3CC(CC(C3)C1)C2
→ 0.36	-0.1	4	-0.3	-9	12	0	17	1
- Cc1cccc(NC(=O)NCCc2c[nH]c3ccccc23)c1
→ -1.4	-0.2	3	2.4	-14	0	-10	13	-1
- S=c1[nH]nc(-c2cccnc2)n1/N=C/c1ccc(Br)s1
→ 23*	2.8	16	1.1	-7	6	-28	20	-4
- O=C(Cc1ccccc1F)Nc1nc(-c2cccnc2)cs1
→ 0.073	2.5	-3	5.2	-4	6	-3	·	-1
- COCCNC(=O)Cn1c(=O)n(Cc2ccc(C(=O)NCc3ccco3)cc2)c(=O)c2ccccc21
→ -0.48	-0.6	6	·	-5	4	·	12	1
- O=S(=O)(Cc1ccccc1)N1CCCC1
→ ·	0.4	-6	1.0	-9	-2	-2	5	-5
- COc1cc(/C=C2\SC(=S)N(CC(=O)Nc3ccccn3)C2=O)cc(OC)c1OC
→ -0.18	2.4	9	1.5	-10	1	-13	17	-4
- Cc1nnc(SCC(=O)NCc2ccccc2)n1-c1ccccc1
→ 0.89	-0.5	7	-0.5	8	-10	3	19	2
- O=C(CSc1nc2ccccc2c(=O)n1-c1ccccc1)NCc1ccc2c(c1)OCO2
→ ·	1.3	5	0.5	1	0	4	9	3
- COc1ccc2c(c1)c1ccc3c(c1n2C)C(=O)C=CC3=O
→ 0.15	-31	6	18	4	18	27	15	0
- CCC1=[N+](CC(=O)c2ccc(C)cc2)CCn2c(C)ccc21
→ -0.48	-1.2	1	-0.3	-3	2	1	2	-3
- N#CC1=C(S)N(c2ccc(F)cc2)C(c2ccco2)NC1=O (stereo unspecified)
→ -0.82	-0.6	-2	7.2	-2	30	-13	8	1
- O=[N+]([O-])c1ccc(Sc2cc[n+]([O-])c3ccccc23)c([N+](=O)[O-])c1
→ -0.91	-5.7	0	18	2	17	12	7	-1
- CCc1cc2c(=O)n(-c3ccc(Br)cc3)cnc2s1
→ ·	0.9	-9	-0.2	-22	3	0	14	-12
- CCSc1nnc(NC(=O)[C@@H](NC(=O)c2ccccc2F)C(C)C)s1
→ -1.3	0.9	-1	5.8	1	21	6	6	-9
- Cc1ccc(S(=O)(=O)N2CCC(C(=O)OCc3ccc([N+](=O)[O-])cc3)CC2)cc1
→ -0.0035	3.5	-4	1.3	-3	3	3	6	-6
- O=C(NCCCN1CCN(Cc2ccccc2)CC1)c1nnc(Cc2c(F)cccc2Cl)o1
→ -2.8	-0.5	1	-0.2	-10	3	-1	19	3
- COc1ccc(/C=N\NC(=O)c2sc(N)nc2C)cc1OC
→ -0.93	0.1	2	44	-8	23	2	7	2
- N#CC1=C(N)OC2=C(C(=O)CCC2)C1c1ccncc1 (stereo unspecified)
→ -0.28	-1.5	1	0.0	-6	5	5	15	0
- CSc1nc2nc(C)cc(-c3ccccc3)n2n1
→ -0.028	-1.8	0	0.4	-2	7	1	17	2
- COc1ccccc1OCC(=O)Nc1ccc(S(=O)(=O)Nc2cc(C)nc(C)n2)cc1
→ -0.73	-0.4	3	0.7	-11	-1	14	4	-4
- COc1ccc2[nH]c3c(c2c1)CCNC3C1CC=C(C)CC1 (stereo unspecified)
→ -0.016	-2.4	-3	-2.1	0	20	-5	3	-6
- CCS(=O)(=O)c1ccc(-c2csc(-c3ccc(Cl)cc3)n2)c(Cl)c1Cl
→ 0.6	-0.9	1	0.2	-12	-1	2	7	6
- CCN(CC)S(=O)(=O)c1ccc2c(c1)nc(SCc1nc3ccsc3c(=O)[nH]1)n2CC
→ -0.37	-1.4	-8	-0.3	-26	0	-2	14	-6
- CCOc1ccc(-c2c(=O)n(OCc3ccccc3Br)c3ccccc3[n+]2[O-])c(OCC)c1
→ 0.063	-2.2	-7	0.7	-25	-1	-2	-3	1
